# Polio RdRp inh: inhibitors of poliovirus RNA polymerase binding and polymerization; P03300; poliovirus polymerase elongation, fluorescence polarization; active compounds read low; % elongation, % (compound at 16.7 µg/mL); actives 0.66% (n = 150,000); in the data active means % elongation below about 90%; further: some results filed as inactive read as strong as hits
# Target sequence (P03300 1749-2209 limits assumed): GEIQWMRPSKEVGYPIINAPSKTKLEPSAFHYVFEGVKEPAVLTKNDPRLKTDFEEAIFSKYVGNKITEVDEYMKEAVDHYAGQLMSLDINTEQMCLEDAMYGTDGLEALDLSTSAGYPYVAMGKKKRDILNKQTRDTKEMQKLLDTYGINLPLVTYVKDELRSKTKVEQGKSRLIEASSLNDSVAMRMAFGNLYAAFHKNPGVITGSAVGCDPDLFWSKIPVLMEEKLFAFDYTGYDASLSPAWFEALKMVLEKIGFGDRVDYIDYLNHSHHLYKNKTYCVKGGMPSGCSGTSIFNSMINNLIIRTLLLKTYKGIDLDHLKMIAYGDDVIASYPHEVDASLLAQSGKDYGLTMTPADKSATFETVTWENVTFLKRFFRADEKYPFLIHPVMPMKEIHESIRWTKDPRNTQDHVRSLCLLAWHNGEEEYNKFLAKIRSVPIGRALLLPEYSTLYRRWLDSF
# Polio RdRp inh FP z-score: further read-out of Polio RdRp inh, marked with its call; z-score; measured here: FP z-score; hits read low
# * = called active by the depositor; & = joins results of further samples.
no.	Molecule	Polio RdRp inh	Polio RdRp inh FP z-score
1	Cc1ccc(CN(C(=O)c2ccc(F)cc2)c2ccccn2)o1	103.0	-0.3
2	Cn1c2ccccc2c2nnc(SCC(=O)Nc3nnc(COc4ccccc4)s3)nc21	100.0	-0.3
3	COc1cc2[nH]c(=O)n(CCCC(=O)N3CCc4ccccc4C3)c(=O)c2cc1OC	103.0	0.5
4	CCOC(=O)C1CCN(S(=O)(=O)Cc2ccccc2)C1=O (configuration not stated)	111.0	1.1
5	CCOCCCNC(=O)Cn1cc2c(n1)-c1c(oc(C(=O)N3CCCC3)c1C)CC2	111.0	0.8
6	COc1ccc(CCNC(=O)Cc2coc3c(C)c(C)ccc23)cc1OC	104.0	0.7
7	CCn1ccc2c(OCC(=O)NCc3ccc(F)cc3)cccc2c1=O	112.0	1.4
8	Cc1cccc(N2CCN(c3ncnc4c3nc3n4CCCCC3)CC2)c1C	110.0	0.8
9	Cc1cccc(CNC(=O)CSCc2cnn(-c3ccccc3)c2-n2cccc2)c1	112.0	1.7
10	Cc1cc(C)c(NC(=O)c2cc3c(=O)n4ccccc4nc3n2C)c(C)c1	107.0	0.1
11	COc1ccccc1CN(C)C(=O)CNC(=O)c1ccc(Br)o1	90.0	-1.1
12	COCC(C)n1c(COc2ccccc2F)nnc1SCc1c(C)noc1C (configuration not stated)	101.0	-0.1
13	CC1CC(N(C(=O)c2ccco2)c2ccccc2)c2ccccc2N1 (configuration not stated)	102.0	0.1
14	Cc1ccc(-n2c(=O)c3c(c4cc(C)ccc4n3C)n(CC(=O)Nc3c(C)cccc3C)c2=O)cc1	104.0	-0.9
15	CCOC1C(OCC)N(S(=O)(=O)c2ccc(C)cc2)CCN1S(=O)(=O)c1ccc(C)cc1 (configuration not stated)	100.0	0.2
16	CCN(C(=O)Nc1cn(C)c(=O)c2ccccc12)c1cc(C)ccc1C	102.0	0.1
17	CC1CCc2cc(F)ccc2N1C(=O)c1cc2ccccc2oc1=O (configuration not stated)	102.0	0.9
18	NC(=O)COC(=O)c1cnc(Cl)c(Cl)c1	101.0	0.1
19	COc1ccccc1OCc1nnc(-c2ccccc2)o1	104.0	-0.6
20	O=C1Nc2ccccc2O/C1=C\c1ccc(C(=O)NCCC2=CCCCC2)cc1	101.0	-0.2
21	O=C(COc1ccc(F)cc1)Nc1ccc(OCc2cc(=O)n3ccsc3n2)cc1	106.0	-0.4
22	COc1ccc(CC(=O)Nc2cc(-c3nc4cccnc4s3)ccc2C)cc1	102.0	-1.5
23	CCOc1ccccc1N(CC)C(=O)Nc1cn(C)c(=O)c2ccccc12	103.0	-0.7
24	NCCS(=O)(=O)NC1CCCCC1	100.0	-0.6
25	COc1cc(CN2CCCN(C)CC2)cc(OC)c1OC	99.0	0
26	CCCn1c(-c2cccc(Br)c2)nc2ccccc21	101.0	-1
27	Clc1ccc(N2CCN(c3ncnc4c3nc3n4CCCC3)CC2)cc1	99.0	-1.6
28	CCN(C(=O)c1cc(S(=O)(=O)N2CCc3ccccc32)cn1C)c1ccc(OC)cc1	99.0	-1.7
29	CN(C(=O)c1cn(C)c(=O)c2ccccc12)c1ccccc1	105.0	0.7
30	COc1ccc(NC(=O)CC2c3ccccc3Oc3ccccc32)c(OC)n1	104.0	1.2
31	CCOc1ccc(C(=O)CC(N)C(=O)O)cc1 (configuration not stated)	101.0	-0.1
32	CCN1C(=O)/C(=c2\sc3nc(-c4ccccc4OC)nn3c2=O)c2cc(Br)ccc21	105.0	1.6

# An excerpt of these results, field by field:
26. CCCn1c(-c2cccc(Br)c2)nc2ccccc21
  Polio RdRp inh = 101.0
  Polio RdRp inh FP z-score = -1
27. Clc1ccc(N2CCN(c3ncnc4c3nc3n4CCCC3)CC2)cc1
  Polio RdRp inh = 99.0
  Polio RdRp inh FP z-score = -1.6
28. CCN(C(=O)c1cc(S(=O)(=O)N2CCc3ccccc32)cn1C)c1ccc(OC)cc1
  Polio RdRp inh = 99.0
  Polio RdRp inh FP z-score = -1.7
29. CN(C(=O)c1cn(C)c(=O)c2ccccc12)c1ccccc1
  Polio RdRp inh = 105.0
  Polio RdRp inh FP z-score = 0.7

# Later entries
no.	Molecule	Polio RdRp inh	Polio RdRp inh FP z-score
33	CCOC(=O)c1c(CN(C)C)n(C)c2c(O)c(N=NC(N)=O)c3ccc(Br)cc3c12	102.0	0.1
34	CCC(=O)N1CCc2cc(S(=O)(=O)NC(CC(C)C)C(=O)NCCc3cccc(C)c3)ccc21 (configuration not stated)	101.0	-0.3
35	Cc1cccc(NC(=O)C2CCN(S(=O)(=O)c3c(C)noc3/C=C/c3ccco3)CC2)c1	113.0	1.6
36	COC(=O)/C=C/S(=O)(=O)c1ccc(Br)cc1	104.0	1.2
37	CCN(CC(=O)c1ccc(Cl)s1)C1CCCCC1	113.0	1.5
38	CCS(=O)(=O)N(C)c1ccc(C(=O)Nc2ccc(OC)cc2OC)cc1	106.0	1.9
39	COc1ccc(C)cc1NC(=O)C(=O)NCCc1sc(-c2ccc(Cl)cc2)nc1C	105.0	-0.4
40	O[C@H]1C2C3CC4C5C3C1C5C1(OCCO1)C42 (some centres not stated)	102.0	0.3
41	Cc1cccc(N2CCN(C(=O)CN3CCSc4ccccc43)CC2C)c1 (configuration not stated)	107.0	0.1
42	CC1CN(Cc2ccccc2)c2ccccc2NC1=O (configuration not stated)	105.0	1.6
43	O=C(c1ccc2nccnc2c1)N1CCCc2ccccc21	101.0	0.4
44	CCn1nccc1C(=O)NC1=C(C#N)CCC1	100.0	-0.7
45	O=C(Nc1ccc(N2CCOCC2)cc1)Nc1ccc2nc(-c3ccco3)c(-c3ccco3)nc2c1	103.0	0.5
46	COc1cc(Nc2nc3c(S(=O)(=O)c4ccc(C)c(C)c4)nnn3c3ccsc23)cc(OC)c1	108.0	0.2
47	O=C(O)c1cccc(COc2ccc(Cl)cc2)c1	101.0	0
48	COc1ccc(OC)c(NC(=S)NCCc2cnc[nH]2)c1	102.0	0.3
49	CS(=O)(=O)N1CCc2cc(C(=O)NCCc3ccccc3)ccc21	107.0	0.2
50	COC(=O)c1ccccc1NC(=O)Nc1nnc(N2CCCC2)s1	100.0	-1.2
51	CCC(O)c1cc2c(cc1NC(=O)c1cccc(Br)c1)OCCO2 (configuration not stated)	106.0	0.5
52	Cn1c(=O)oc2cc(S(=O)(=O)CCC(=O)N3CCN(c4cccc(Cl)c4)CC3)ccc21	116.0	1.6
53	S=C(Cc1ccc2c(c1)OCCO2)N1CCOCC1	83.0*	-2.1*
54	O=C1NCCN1C(=O)c1cccc(Cl)c1	105.0	0.2
55	Cn1cc(S(=O)(=O)N2CCOCC2)cc1C(=O)N(CCc1ccccc1)Cc1ccccc1	101.0	-0.3
56	Cc1ccc(-n2c(C)cc(C3=NN=C(N)SC3)c2C)cc1C	105.0	0.4
57	CCOC(=O)c1ccc(NN)cc1	99.0	-0.5
58	COc1ccccc1Cn1ccn(CC(=O)NCCc2ccccc2)c(=O)c1=O	104.0	0.2
59	CCc1cc(=O)oc2cc(C)cc(OCC(=O)C(C)(C)C)c12	102.0	0
60	CCN(CC)c1ccc(NC(=O)c2cnc3c(-c4ccccc4)c(C)nn3c2C)c(C)c1	113.0	0.6
61	CCOC(=O)CC(N)c1ccc(C)cc1 (configuration not stated)	104.0	1
62	Cc1ccc(SCC(=O)Nc2ccc3oc(-c4cccc(Cl)c4)nc3c2)cc1	103.0	-0.3
63	CCc1ccc(NC(=O)c2cnc3ccccn3c2=O)cc1	102.0	0.3
64	Cc1c(CN(C)C(=O)CSc2nc(-c3ccco3)cc(C(F)(F)F)n2)cnn1C	100.0	-0.2
65	CC(C)c1nc(/N=C/N(C)C)nc(=O)n1C	105.0	0
66	O=C(Cc1ccc(Cl)cc1)OCC(=O)N1CCCCCC1	102.0	-0.1
67	CCOC(=O)C1=C(CN(Cc2ccco2)C2CCCC2)NC(=O)NC1c1ccc(Cl)cc1 (configuration not stated)	101.0	0.4
68	Cc1cccc(C(=O)OC(C)CN2C(C)CCCC2C)c1 (configuration not stated)	105.0	0.5
69	c1cc2nc3c(nc2c2nonc12)CCCC3	102.0	0.1
70	CN(C)Cc1ccc(CNCc2cnn(-c3ccccc3)n2)cc1	98.0	-0.6
71	CCN(CC)CCNC(=O)c1cc(Br)c(N)cc1OC	99.0&101.0	-0.1&0.2
72	COc1ccc(NC(=O)c2ccccc2C(F)(F)F)cc1OC1CCCC1	104.0	0.3
73	O=C(Nc1ccc(S(=O)(=O)Nc2ncccn2)cc1)C1CC(=O)N(c2ccccc2)C1 (configuration not stated)	105.0	1.4
74	CCCCC(=O)c1c(O)c2ccccc2oc1=O	102.0	0.7
75	CCc1ccc(NC(=O)C(C)Sc2ncnc3ccccc23)cc1 (configuration not stated)	101.0	-0.2
76	CC(C)(C)SC(C(=O)N1CCOCC1)c1ccc(Br)cc1 (configuration not stated)	99.0	-0.8
77	O=C1/C(=C/c2ccccn2)CC(c2ccccc2)C/C1=C\c1ccccn1 (configuration not stated)	102.0	0.3
78	COC(=O)c1ccc(CO/N=C/c2ccc(OC)cc2)o1	102.0	0.1
79	Nc1ccccc1C12CC3CC(CC(C3)C1)C2	99.0	-0.7
80	CCOC(=O)c1cnc2c(C)c(Cl)ccc2c1NCCN(C)C	104.0	0.6

# A draw from above in order of heavy-atom count, high to low.
no.	Molecule	Polio RdRp inh	Polio RdRp inh FP z-score
77	O=C1/C(=C/c2ccccn2)CC(c2ccccc2)C/C1=C\c1ccccn1 (configuration not stated)	102.0	0.3
78	COC(=O)c1ccc(CO/N=C/c2ccc(OC)cc2)o1	102.0	0.1
79	Nc1ccccc1C12CC3CC(CC(C3)C1)C2	99.0	-0.7

# Remaining list, next part.
# Fields – Polio RdRp inh	Polio RdRp inh FP z-score
81) CCN1C(=O)/C(=C\c2cc(C)n(CC(F)(F)F)c2C)SC1=S
    107.0	2
82) Cc1cc(C(=O)Nc2cccc(C(F)(F)F)c2)no1
    101.0	-0.1
83) COc1ccc(Cn2c(SCc3ccc(C(=O)NCCc4ccccc4)cc3)nc3cccnc32)cc1
    110.0	-0.1
84) O=C1CC2CCC(CN1)N2CC(=O)Nc1ccc(F)cc1 (configuration not stated)
    101.0	-0.6
85) COc1ccccc1OCC(=O)NCc1nc(-c2ccc(Cl)cc2)no1
    102.0	-0.9
86) COc1cc2c(C(=O)N3CCN(c4ccccc4C)CC3)c(C)oc2cc1Br
    103.0	0.3
87) OC(C#Cc1ccccc1)c1cccs1 (configuration not stated)
    103.0	1.1
88) COc1ccc(S(=O)(=O)c2c(C(=O)c3ccc(C)c(C)c3)cnc3ccc(C)cc23)cc1
    109.0	0.8
89) O=C(Cc1nc2ccccc2s1)c1ccccc1
    72.0*	-7.4*
90) Cc1c(C(=O)OC2CCCCCC2)[nH]c2c1C(=O)CC(c1ccc(N(C)C)cc1)C2 (configuration not stated)
    105.0	-0.1
91) Cc1cccn2c(=O)c3cc(C(=O)N4CC(C)OC(C)C4)n(C)c3nc12 (configuration not stated)
    102.0	-0.1
92) CCN(CC)C(=O)Cn1c(=O)n(-c2ccc(Cl)cc2)c(=O)c2c3c(sc21)CCC3
    103.0	-0.4
93) Cc1ccccc1C(=O)NC1CCN(Cc2nnnn2C2CCCC2)CC1
    107.0	2
94) CCNc1nc(NCC)n2c(SCC(=O)NC34CC5CC(CC(C5)C3)C4)nnc2n1
    98.0	-0.5
95) CCCN(CC1CC1)C(=S)Nc1ccccc1OC
    103.0	0.8
96) C=CCNC1(C)CCS(=O)(=O)C1 (configuration not stated)
    100.0	-0.4
97) CC(C)(C)NC(=O)CSc1nc2ccccc2[nH]1
    106.0	0.9
98) O=C(NCCc1ccccn1)c1cccc(S(=O)(=O)N2CCc3ccccc32)c1
    106.0	0.6
99) CCOc1ccc(CCNC(=O)c2c(C)oc3ncn(CC(C)C)c(=O)c23)cc1
    113.0	0.8
100) Cc1cccc(N2CCN(S(=O)(=O)c3ccc4c(c3)n(C)c(=O)n4C)CC2)c1C
    102.0	0.3
101) N#Cc1cc2c(nc1SCc1ccncc1)CCC2
    100.0	-0.1
102) CCOC(=O)N1CCc2c(sc3c2C(=O)NC(c2ccc(N(C)C)cc2)N3)C1 (configuration not stated)
    112.0	1.7
103) N#C/C(=C/c1ccc(Sc2ccccc2)o1)c1cccc(F)c1
    100.0	-0.4
104) CSc1nnc(C2CCCN2C(=O)OC(C)(C)C)o1 (configuration not stated)
    101.0	-0.4
105) CCc1cc2cc(C(=O)N3CCN(c4ccccc4)CC3)sc2s1
    100.0	-1.2
106) CC1=NN(CCC#N)C(=O)/C1=C\c1ccc(N)cc1
    105.0	1
107) O=C(Nc1ccc2c(c1)OC1(CCCC1)O2)C1CC(=O)N(C2CCCC2)C1 (configuration not stated)
    96.0	-0.6
108) CCCN1CCC(NC(=S)Nc2ccc(C(=O)OCC)cc2)CC1
    102.0	0.7
109) COC(=O)c1ccc2c(c1)N(Cc1ccc(Cl)cc1)C(=O)c1ccccc1S2
    109.0	0.5
110) Cc1ccc(-n2nc(C(=O)N3CCN(c4cc(Cl)ccc4C)CC3)c(=O)n(C)c2=O)cc1
    108.0	0.4
111) O=C(COc1ccc2ccc(=O)oc2c1)NC(=O)Nc1ccc2c(c1)OCCO2
    102.0	0.1
112) Cc1ccc(S(=O)(=O)Cc2ccc(C(=O)O)o2)cc1
    99.0	-0.6
113) CCCN(c1ccccc1CC)S(=O)(=O)c1ccc2c(c1)CC(C)N2C(=O)C1CC1 (configuration not stated)
    101.0	-0.7
114) Cc1cc2c(cc1C)NC(=O)CC(c1ccccc1O)=N2
    101.0	-0.1
115) COc1cc(-c2nnc(SCC(=O)Oc3ccc(C)cc3C)o2)cc(OC)c1OC
    111.0	0.8
116) CC(C)C(=O)Nc1cccc2nsnc12
    103.0	-0.1
117) O=C(OCC(=O)N1CCN(C(=O)c2ccco2)CC1)c1ccc2c(=O)n3c(nc2c1)CCC3
    99.0	-0.2
118) c1ccc2c(c1)c(NCC1CCCO1)nn1nnnc21 (configuration not stated)
    100.0	-0.8
119) COC(=O)Cn1c(=NC(=O)C2CC2)sc2c(C)cc(C)cc21
    96.0	-1.1
120) O=c1c2sccc2[nH]c(=S)n1Cc1ccccc1
    100.0	-0.1
121) COCCNC(=O)c1ccc(NC(=O)N2CCCCc3ccccc32)cc1
    104.0	-0.1
122) CSC1=C(C#N)C(c2ccccc2Cl)C(C(=O)c2ccccc2)=C(C)N1 (configuration not stated)
    102.0	0
123) O=C(CSc1cc(Cl)ccc1Cl)NCCN1CCOCC1
    103.0	0.6

# Source: PubChem BioAssay (ICCB-Longwood Screening Facility, Harvard Medical School)

# These rows are one share of the data, so the mix of outcomes need not match the whole.
